Screens as filed in PubChem.
G9a inh: blocks human histone lysine methyltransferase G9a | Q96KQ7 | G9a H3K9 monomethylation, AlphaScreen, 2 h | Potency, µM (series often up to 102 µM), inactives show at the highest dose activity, negative = inhibition, most hits filed as inhibitors | actives 8.8% (n = 350,000) | AID 504332; further: potency means the concentration at half of the fitted maximal effect; on the % scale 0 is the no-effect control and ±100 the full control effect; nearly all actives have a fitted effect of over 75% in size
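Enzyme 20 nM + cpd, 15 min RT; add b-H3K9 pep 500 nM / SAM 20 uM; 2 h RT; anti-H3K9me1 Ab 0.5 ug/mL + SA donor / anti-rabbit acceptor beads 20 ug/mL each, 10 min; AlphaScreen read.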
PI4K2A inh: inhibitors of human PI4K2A. Q9BTU6. purified PI4K2A, ADP-Glo luminescence, 1 h; stronger effect = lower value. activity change, negative = inhibition, % at 76.9 µM. actives 0.13% (n = 420,000); in the data active means activity change below about -50%; inconclusive means mostly about -30% to -49%;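 further: -100% = wells without enzyme as full effect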
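ADP-Glo luminescence measured ADP generated by PI4K2A enzyme (4 ug/mL before mixing) with 1.2 mM PI substrate (pre-mix) and 300 microM ATP (pre-mix). Tris pH7.5 buffer with MgCl2, Triton X-100; 1 h reaction at ambient temperature.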
ERG-DNA inh: ERG Ets/DNA interaction inhibition; P11308; Potency, µM (series often up to 76.9 µM), without a hit: top-dose FP activity, negative = inhibition, hits mostly inhibitors; actives 0.028% (n = 370,000); fluorescence polarization, His-ERG Ets domain / labelled DNA; active means well fitted inhibition curve with a large enough effect in the polarisation, with a control signal flat; inconclusive means small, poorly fitted or top-dose-only effect, or effect the other way, or a change in a side signal; inactive means no such curve, though single readings can be large or run the other way; the % refers to the polarisation;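 further: polarization taken with two DNA probes labelled with fluorescein and Texas red; potency means the concentration at half of the fitted maximal effect; % of control where 0% means no effect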
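His-tagged ERG Ets domain (1 uM in the protein solution; 300mM KCl, 50mM Tris-HCl, 1mM EDTA, 1mM DTT, pH 7.5) received compound, then a probe mix of 5 nM fluorescein-DNA and 100nM Texas-615-DNA. Fluorescence polarization was read for both dyes.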
GLS inh: inhibitors of human glutaminase (GLS). AID 624170. O94925. actives 0.21% (n = 410,000). Potency, µM (titrated, usually from 45.5 µM), without a hit: at the highest dose activity change, negative = inhibition, usual class: inhibitors. GLS enzymatic activity, qHTS titration; further: potency means the concentration at half of the fitted maximal effect; on the % scale 0 is the no-effect control and ±100 the full control effect
Target sequence (O94925 whole entry, looked up): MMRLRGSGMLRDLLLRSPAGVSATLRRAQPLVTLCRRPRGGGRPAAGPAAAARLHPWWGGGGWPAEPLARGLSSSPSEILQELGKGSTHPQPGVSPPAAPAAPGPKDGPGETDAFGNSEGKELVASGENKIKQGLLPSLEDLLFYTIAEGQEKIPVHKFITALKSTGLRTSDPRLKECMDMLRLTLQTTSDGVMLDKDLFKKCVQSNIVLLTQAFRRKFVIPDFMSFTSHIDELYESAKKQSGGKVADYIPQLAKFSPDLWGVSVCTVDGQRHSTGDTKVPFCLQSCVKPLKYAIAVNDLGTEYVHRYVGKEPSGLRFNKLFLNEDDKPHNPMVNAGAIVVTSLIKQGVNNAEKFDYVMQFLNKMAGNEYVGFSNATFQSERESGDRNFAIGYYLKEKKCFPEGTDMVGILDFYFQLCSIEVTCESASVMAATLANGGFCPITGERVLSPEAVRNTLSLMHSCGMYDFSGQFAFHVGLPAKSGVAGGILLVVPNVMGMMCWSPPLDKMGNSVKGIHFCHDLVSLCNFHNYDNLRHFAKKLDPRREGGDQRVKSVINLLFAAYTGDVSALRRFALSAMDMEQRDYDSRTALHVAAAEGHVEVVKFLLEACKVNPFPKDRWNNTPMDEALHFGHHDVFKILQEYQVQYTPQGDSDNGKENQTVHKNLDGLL
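Human kidney-isoform GLS in 45 mM KH2PO4 pH 8.2, 0.02% Tween-20, with compound, started with 1mM L-Glutamine (added stock). Glutamate oxidase/HRP/Amplex red coupled fluorescence read at start and after 30 min at RT.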
HP1b binding inh: inhibitors of HP1-beta chromodomain binding to methylated histone tails. AlphaScreen HP1-beta / biotin-H3K9me3 peptide binding. Potency, µM (highest dose often 114 µM), without a hit: at the top dose activity change, negative = inhibition, actives largely listed as inhibitors. AID 540317. P83916. actives 0.56% (n = 390,000); further: potency means the concentration at half of the fitted maximal effect; nearly all actives have a fitted effect of over 70% in size; inactives centre near 23
Target sequence (P83916 whole entry, looked up): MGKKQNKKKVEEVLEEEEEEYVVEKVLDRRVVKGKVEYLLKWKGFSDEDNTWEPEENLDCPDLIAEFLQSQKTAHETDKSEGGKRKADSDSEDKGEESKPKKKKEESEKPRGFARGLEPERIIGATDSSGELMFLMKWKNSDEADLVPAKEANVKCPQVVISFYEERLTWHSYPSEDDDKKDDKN
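Compound inhibition of the preformed complex between 50 nM HP1-beta and 50 nM biotinylated H3K9me3 peptide was read by AlphaScreen. Buffer was PBS pH 7.4 with 0.01% Tween-20. Incubations ran 30 min at room temperature, with 10 ug/mL donor/acceptor beads.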
JMJD2A Tudor: inhibitors of human JMJD2A Tudor domain; O75164; AlphaScreen JMJD2A-Tudor / H3K4me3 peptide binding; Potency, µM (highest dose often 114 µM), for the others: at the highest dose activity change, negative = inhibition, actives largely listed as inhibitors; actives 4.4% (n = 390,000); AID 504339; further: potency means the concentration at half of the fitted maximal effect; on the % scale 0 is the no-effect control and ±100 the full control effect; nearly all actives have a fitted effect of over 50% in size
ALOX12 inh: inhibitors of human 12S-lipoxygenase ALOX12 | AID 1671190 | Potency, µM (titrated, usually from 108 µM), inactives show at the highest dose activity change, negative = inhibition, usual class: inhibitors | P18054 | actives 1.1% (n = 580,000) | purified 12hLO, xylenol orange hydroperoxide absorbance; further: potency means the concentration at half of the fitted maximal effect; on the % scale 0 is the no-effect control and ±100 the full control effect
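Purified human 12hLO at 150 nM in 25 mM Hepes, 0.01% Triton X-100, pH 7.0, preincubated 15 min at room temperature with compound. Reaction started with 40 uM arachidonic acid, 30 min at room temperature. Hydroperoxide measured by Fe-xylenol orange, 573/405 nm absorbance ratio.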
RGS4 inh: blocks human RGS4-accelerated GTP hydrolysis; P49798; Transcreener GDP fluorescence polarization, RGS4-accelerated GTP hydrolysis; Potency, µM (highest dose often 114 µM), for the others: top-dose activity change, negative = inhibition, hits mostly inhibitors; actives 0.039% (n = 390,000); further: potency means the concentration at half of the fitted maximal effect; on the % scale 0 is the no-effect control and ±100 the full control effect; nearly all actives have a fitted effect of over 75% in size; some results filed as inactive show a strong effect at the top dose
Target sequence (P49798 whole entry, looked up): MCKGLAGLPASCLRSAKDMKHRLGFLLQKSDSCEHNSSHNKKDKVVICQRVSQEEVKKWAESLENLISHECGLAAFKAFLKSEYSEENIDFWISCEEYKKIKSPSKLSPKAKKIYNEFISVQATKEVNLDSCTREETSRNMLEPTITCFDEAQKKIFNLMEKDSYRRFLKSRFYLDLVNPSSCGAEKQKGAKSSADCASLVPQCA
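MLSMR compounds (23 nl, pin-transferred) preincubated 10 min at room temperature with a 500nM (2x) first reagent, then RGS4 at 900nM (2x) plus Transcreener GDP mix added; fluorescence polarization (620/688 nm) read before and after 90 min at 30 °C.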
BAZ2B inh: inhibitors of human BAZ2B bromodomain | AlphaScreen BAZ2B-H3K14Ac peptide displacement | Q9UIF8 | Potency, µM (doses to about 114 µM), without a hit: at the top dose activity change, negative = inhibition, actives largely listed as inhibitors | actives 4.4% (n = 360,000) | AID 504333; further: potency means the concentration at half of the fitted maximal effect; on the % scale 0 is the no-effect control and ±100 the full control effect; nearly all actives have a fitted effect of over 60% in size
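BAZ2B (50 nM) with biotin-H3(5-23)K14Ac peptide (50 nM) in PBS pH 7.4, 0.01% Tween-20, preformed 30 min, then compound 30 min at room temperature; top concentration 110uM. AlphaScreen streptavidin donor/nickel chelate acceptor beads (10 ug/mL final), 20 min dark, signal read.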
Starred values were filed as active, the others as inactive; ? = inconclusive; . = no result given; & = joins results of further samples; [ ] = dose if it differs, or a comment. Unless noted, the call rests on the fitted dose curve; in most records, active means well fitted curve in the direction sought with a large enough effect; inconclusive means small, poorly fitted or top-dose-only effect, or another doubt; inactive means no such curve, though single readings can be large; an effect the other way counts as inactive or inconclusive. The list is partial; the hit share may differ from the screen's.

Fields: G9a inh	PI4K2A inh	ERG-DNA inh	GLS inh	HP1b binding inh	JMJD2A Tudor	ALOX12 inh	RGS4 inh	BAZ2B inh
COc1ccc(/C=N/N2C(=O)CSC2=S)cc1
 : ?	-5	.	34%[activator]	-20%	?	?	-35%	-36%
CCOc1ccccc1C(=O)N1CCN=C1SCc1cccnc1
 : -4%	-10	7%	9%	40%[activator]	3%	169%[activator][57.4 µM]	-29%	2%
Cc1cccc(NC(=O)C2CCN(S(=O)(=O)c3cccc4nonc34)CC2)c1
 : 13%	2	1%	3%	16%	-20%	1%	11%	1%
O=C(NCCC(=O)N1CCCC(C(F)(F)F)C1)c1ccc(Br)cc1 (stereo unspecified)
 : .	-1	-4%	4%	13%	-12%	3%&4%	12%	0%
O=C(CN1C(=O)c2cccc3cccc1c23)N1CCc2ccccc2C1
 : 26%	3	5%	14%	103%	23%	0%	-28%	37%[activator]
O=C(NCCCc1nc2ccccc2n1Cc1ccccc1Cl)c1ccco1
 : 7%[59 µM]	-2	8%	10%	26%	-17%	-14%	7%	-20%
Cc1nc2c(nnn2Cc2ccccc2)c(=O)n1-c1ccccc1
 : 6%	-2	-4%	-9%	25%	7%	-11%	-47%	7%
O=C1CNC(=S)N1CCCn1ccnc1
 : -27%	-1	1%	1%	46%[activator]	-11%	1%	16%	-26%
CCOc1ccc(-n2c(SCC(=O)Nc3ccc4c(c3)OCO4)nc3ccccc3c2=O)cc1
 : -31%	-2	-4%	3%	28%	-21%	-4%	5%	-9%
CCOC(=O)N[C@H](Cc1c[nH]c2ccccc12)C(=O)NC1CC1
 : -12%[12.7 µM]	3	1%	-2%	28%	-5%	79%[activator]	-1%	-2%
O=C(Nc1ccc(Br)cc1)c1cccnc1N1CCOCC1
 : -20%[0.501 µM]	-3	11%	1%	43%[activator]	10%	1%	4%	7%
CCC(O)c1nc2ccccc2n1CCc1ccccc1 (stereo unspecified)
 : 15%	-6	-5%	8%	2%	-12%	0%	1%	0%
COc1ccc(S(=O)(=O)N2CCc3ccccc32)cc1C(=O)NCc1ccco1
 : ?	-6	4%	2%	11%	-5%	-15%	-18%	-28%
Cc1noc(C)c1CSCC(=O)OCC(=O)NC1CCCCC1
 : -17%[59 µM]	0	-11%	-10%	58%[activator]	-8%[57.1 µM]	-26%	-24%[56.9 µM]	1%
CCN(CC)S(=O)(=O)c1ccc(OC)c(NC(=O)c2ccc3c(c2)OCO3)c1
 : 12%	-4	-3%	1%	15%	-12%[11.4 µM]	-3%	-2%	11%
Cc1cccc(OCC2=N/C(=C\N(C)C)C(=O)O2)c1
 : -9%	3	7%	0%	10%	-10%	-5%	19%	-1%
COc1cc(NC(=O)COC(=O)CC2CC3CCC2C3)cc(OC)c1 (stereo unspecified)
 : .	1	-14%	7%	59%[activator]	7%	-14%	12%	.
c1ccc(-c2noc(-c3cccc4ccccc34)n2)nc1
 : 66%[activator][59 µM]	-5	-7%	-2%	131%[activator]	10%	11%	-3%	21%
O=C(COc1nc2ccccc2nc1N1CCOCC1)NCC(F)(F)F
 : 10%	-4	-3%	-1%	32%	-4%	-6%&-4%	-15%	11%
CC(=O)c1sc(NC(=O)c2cccc3ccccc23)nc1C
 : 6%[12.7 µM]	-6	-3%	7%	9%	-1%	1%	6%	-3%
CCCN(CCC)CCCNC(=S)Nc1ccc2nc(N3CCN(C)CC3)cc(C)c2c1
 : 40µM*	3	2%	29%	-3%[57 µM]	-27%	-17%	-14%	-25%
CCc1ccc2occ(CC(=O)Nc3ccc(OC)c(Cl)c3)c2c1
 : -4%[59 µM]	-2	3%	7%	45%	3%	-11%	20%	-10%
CC1CCN(C(=O)CSc2nc3ccccc3s2)CC1
 : ?	-5	-3%	3%	43%[activator]	3%	0%	?	3%
Cc1nn(-c2ccc(C(=O)O)cc2)c(C)c1Cl
 : -33%	-2	6%	1%	47%[activator]	-3%	-4%	-41%	-22%
CCN(CC)c1ccc(C(=O)Nn2cnc3ccccc3c2=O)cc1
 : -6%	-3	3%	16%	25%	-8%	15%	4%	1%
Cc1cc(N(C)C(=O)c2ccc3c(c2)S(=O)(=O)c2cc(Cl)ccc2C3=O)c(C(F)(F)F)o1
 : .	-3	10%	-1%	34%	-7%	?	-6%	.
CCOC(=O)C1CCCN(C(=O)C2CCN(c3nnc(C)c4c(C)n(-c5ccccc5)nc34)CC2)C1 (stereo unspecified)
 : -20%[59 µM]	-3	6%	0%	29%	-19%	-18%	-5%	-28%
COc1cccc(C(=O)NCc2ccc3c(c2)CCN3C(=O)c2ccncc2)c1
 : 6%[59 µM]	0	0%	-2%	29%	-10%	-23%	-25%	-3%
CC(=O)Nc1ccc(NC(=O)CSc2nnc(NC(=O)C3CC(=O)N(c4ccccc4)C3)s2)cc1 (stereo unspecified)
 : 40µM*	0	5%	0%	52%[activator]	-12%	-15%	-23%	-17%
Cc1ccc(S(=O)(=O)Nc2ccc(F)cc2)cc1C(=O)N1CCOCC1
 : .	5	8%	-25%	19%[57 µM]	0%	0%	2%	.
CN(CC(=O)NCCc1ccc(S(N)(=O)=O)cc1)CC(=O)Nc1ccc(Cl)c(C(F)(F)F)c1
 : .	-2	7%	13%	20%	-18%	?	-45%	.
Cn1c(SCc2ccccc2)nnc1-c1cnccn1
 : .	1	-3%	-7%	20%	-4%	17%	-19%	-18%
CC(C)N(Cc1nc(-c2ccccc2)no1)C(=O)C1CCCCC1
 : -8%[12.7 µM]	-2	0%	-3%	40%[activator]	7%	8%	-2%	4%
CCS(=O)(=O)N1CCC(C(=O)O)CC1
 : 4%	0	10%	?	17%	-6%	-4%	-2%	-3%
CCNC(=O)/C(C#N)=C/c1c(N2CCN(c3cccc(Cl)c3)CC2)nc2c(C)cccn2c1=O
 : -2%	-10	4%	-5%	-14%	-32%	0%	-17%	-22%
O=C1c2ccccc2C(=O)N1/N=C/c1ccc(O)c(O)c1
 : 11µM*	5	0%	2.5µM*	-20%[57 µM]	8.9µM*	22µM*	-6%	?
O=C(O)/C=C\C(=O)Nc1cccc(NC(=O)c2ccccc2)c1
 : .	2	-6%	0%	47%[activator]	-23%	-8%	18%	?
CCCCc1nn2c(=O)cc(COC(=O)c3cccc(OC)c3)nc2s1
 : 13%[59 µM]	4	2%	-14%	2%	-5%	-23%	9%	-1%
Cc1cc(NC(=O)c2ccco2)no1
 : -7%	8	-2%	-9%	33%	1%	6%	-6%	-1%
O=C(CCCCCN1C(=O)c2ccccc2C1=O)Nc1ccccc1F
 : 7%	-9	-6%	-11%	4%	-6%	0%	17%	3%
Cc1cc(C)cc(NC(=O)C2CCN(S(C)(=O)=O)CC2)c1
 : -10%[0.501 µM]	-2	-1%	2%	5%	-6%	0%	-1%	4%
CCCc1ccc(-c2ccc(C(=O)Oc3ccc(Br)cc3)cc2)nc1
 : -48%[59 µM]	-1	1%	-7%	52%[activator]	-5%	2%	13%	-2%
Cn1cccc1/C=N/NC(=O)c1cccs1
 : 16%	-2	12%	20%	15%	-9%	3%	14%	-35%
COc1ccc(S(=O)(=O)Cc2ccccc2)cc1N
 : 20%	1	6%	2%	53%	-8%	30%	5%	8%
O=C(O)C(c1ccccc1)c1ccccc1
 : .	2	-1%	2%	8%	-22%	0%	-6%	.
COC(=O)c1ccc(C)c(NC(=O)Cc2coc3cc(OC)ccc23)c1
 : 17%[59 µM]	8	-3%	-2%	16%	-15%	2%[57.4 µM]	10%	-7%
O=C(O)c1nc(-c2ccccc2)n(-c2ccc(Cl)cc2)n1
 : 49%[59 µM]	-4	0%	13%	30%	-17%	?	-19%	?
CCOc1ccc(C2=CC(c3cc(Br)ccc3F)n3ncnc3N2)cc1Cl (stereo unspecified)
 : -34%[59 µM]	3	-8%	-9%	24%	-23%	5%	-45%	-10%
Cc1ccc(C)c(S(=O)(=O)N2CCN(C(=O)[C@H](C)N3C(=O)C4CC=CCC4C3=O)CC2)c1 (stereo partly specified)
 : 1%[12.7 µM]	9	7%	-9%	28%	6%	-5%	-1%	5%
COc1cc(/C=C(\C#N)C(=O)NCC2CCCO2)ccc1OCC(=O)O (stereo unspecified)
 : -2%	-2	7%	1%	19%	-6%	-12%	-13%	-1%
COc1cc2c(C#CCO)c(-c3ccc(C#N)cc3)oc(=O)c2cc1OC
 : .	-2	-8%	-6%	72%[activator]	-14%	-5%	-26%	.
O=C(Cc1cccs1)N1CCN(c2ccc([N+](=O)[O-])cc2)CC1
 : ?	-6	19%	-1%	5%	-28%	?	-5%	56µM*
COc1cc(-c2cn(S(=O)(=O)c3cccc4nsnc34)nc2N)cc(OC)c1OC
 : -49%[59 µM]	7	-11%	4%	-10%	?	9%	30%	-32%

Part of the list above, limited to ERG-DNA inh, G9a inh and RGS4 inh.
smiles	ERG-DNA inh	G9a inh	RGS4 inh
COc1ccc(S(=O)(=O)Cc2ccccc2)cc1N	6%	20%	5%
O=C(O)C(c1ccccc1)c1ccccc1	-1%	.	-6%
